# High-throughput results (PubChem)
# NCF1 inh = p47phox/p22phox peptide binding inhibitors, primary screen, biochemical, uHTS, NADPH oxidase regulatory subunit. Neutrophil cytosol factor 1 (Homo sapiens), P14598. fluorescence polarization, 2 h. inhibition, % at 24.7 µM. 0.53% of 220,000 active. AID 1274, 2008;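 active = inhibition above about 30%, limit read from the data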;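 note: 0% = p47phox with labelled peptide and 100% = labelled peptide alone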
# Runt-SMMHC FRET = inhibitors of RUNX1 Runt–CBFb-SMMHC binding, primary screen, biochemical, FRET, Cerulean-Runt, Venus-CBFb-SMMHC, uHTS; Cerulean-Runt/Venus-CBFb-SMMHC FRET ratio 530/480, 1 h; inhibition, % at 20 µM; 0.74% of 220,000 active;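 active = mean inhibition across duplicate retests at 20 µM reaching about 50%, limit read from the data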;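 note: 0% = DMSO wells and 100% = wells with excess untagged CBFb-SMMHC; inhibitors lower the FRET ratio by blocking Runt binding to CBFb-SMMHC; some results filed as inactive read as strong as hits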
# Target sequence (Q01196 whole entry, looked up): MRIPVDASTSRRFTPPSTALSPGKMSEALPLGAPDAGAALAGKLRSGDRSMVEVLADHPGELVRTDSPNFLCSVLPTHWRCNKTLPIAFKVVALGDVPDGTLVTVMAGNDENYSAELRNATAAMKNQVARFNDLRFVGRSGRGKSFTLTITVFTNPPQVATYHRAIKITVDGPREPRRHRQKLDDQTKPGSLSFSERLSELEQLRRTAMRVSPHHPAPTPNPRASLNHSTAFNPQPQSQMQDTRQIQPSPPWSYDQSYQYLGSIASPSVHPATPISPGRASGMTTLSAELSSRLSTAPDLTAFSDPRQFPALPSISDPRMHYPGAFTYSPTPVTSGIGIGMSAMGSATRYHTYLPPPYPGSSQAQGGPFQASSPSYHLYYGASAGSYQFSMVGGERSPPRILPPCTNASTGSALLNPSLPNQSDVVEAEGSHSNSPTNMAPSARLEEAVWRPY
# Target sequence (Q13951 whole entry, looked up): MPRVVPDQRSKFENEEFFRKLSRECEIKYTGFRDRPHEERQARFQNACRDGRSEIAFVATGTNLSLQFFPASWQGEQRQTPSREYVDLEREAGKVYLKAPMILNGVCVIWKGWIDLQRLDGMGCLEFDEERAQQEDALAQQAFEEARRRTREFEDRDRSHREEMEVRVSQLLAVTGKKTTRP
# m-calpain inh = inhibitors of pig calpain II, primary screen, biochemical, fluorogenic peptide substrate, 1536-well; purified calpain II, 30 min; inhibition, % at 16 µM; 0.37% of 220,000 active; AID 1236, 2008;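 active = inhibition above about 50%, limit read from the data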
# p97 ATPase inh = inhibitors of human p97 ATPase, primary screen, biochemical | Transitional endoplasmic reticulum ATPase (Homo sapiens), P55072 | recombinant p97 ATPase, Kinase-Glo ATP luminescence, 3 h | inhibition, % at 8 µM | 0.42% of 220,000 active; in the data active = inhibition above about 15%;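 note: 0% = DMSO vehicle and 100% = wells lacking enzyme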
# Runt-CBFb FRET = inhibitors of RUNX1 Runt–CBFb binding, primary screen, biochemical, FRET, Cerulean-Runt, Venus-CBFb, uHTS. Runt-related transcription factor 1 (Homo sapiens) + Core-binding factor subunit beta …. Cerulean-Runt/Venus-CBFb FRET ratio 530/480, 1 h. inhibition, % at 20 µM. 0.46% of 220,000 active;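 active = inhibition over about 50% at 20 µM in the single-dose screen, limit read from the data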;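 note: 0% = DMSO wells and 100% = excess unlabeled CBFb competitor control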
#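 Doses: 20 µM compound in 1% DMSO | Material: Cerulean-labeled Runt domain protein | Amount: Each fluorescent fusion protein 100 nM | Schedule: Two 1 h room-temperature incubations shielded from light | Measured by: FRET fluorescence | Evaluation: Loss of energy transfer signal | Controls: Unlabeled CBFb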
# Furin inh = human furin inhibitors, primary screen, biochemical, fluorescence intensity. purified furin, fluorogenic substrate cleavage. inhibition, % at 30 µM. 0.061% of 220,000 active. P09958; in the data active = inhibition above about 25%; note: inactives centre near -15
# EBV gp42 inh = Epstein-Barr virus gp42 inhibitors, primary screen, biochemical, uHTS, fluorescence polarization; Glycoprotein 42 (Epstein-Barr virus (strain AG876)), Q1HVG2; Fluorescence polarization binding assay, mP read-out; inhibition, % (tested at 21.74 µM); 0.42% of 220,000 active; in the data active = inhibition above about 50%
# Target sequence (Q1HVG2 whole entry, looked up): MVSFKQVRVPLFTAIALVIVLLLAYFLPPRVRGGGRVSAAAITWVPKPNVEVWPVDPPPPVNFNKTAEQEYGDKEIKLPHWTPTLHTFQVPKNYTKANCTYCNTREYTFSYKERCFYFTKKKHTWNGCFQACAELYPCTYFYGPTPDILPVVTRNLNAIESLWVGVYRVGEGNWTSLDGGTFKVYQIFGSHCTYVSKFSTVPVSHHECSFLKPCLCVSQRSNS
# RBBP9 inhibitor = human RBBP9 inhibitors, primary screen, biochemical, fluorescence polarization, FP-Rh probe, HTS; recombinant RBBP9; 0.2% of 220,000 active; inhibition, % at 7.94 µM;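 active = inhibition above the campaign mean of all tested compounds plus 3 SD, cut at about 14% in these data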;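 note: plate controls were DMSO wells with RBBP9 for no effect and wells lacking RBBP9 protein for full effect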
#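 System: RBBP9 protein / Quantity: 2.5 µM RBBP9 dispensing solution, before mixing / Also added: Serine-hydrolase probe FP-Rh, 375 nM pre-mixing / Dosing: 7.94 µM single dose, 0.794% DMSO / Timing: enzyme-compound preincubation 30 min, then probe labeling 45 min, 25 °C / Signal: FP readout at 525/598 nm / Controls: DMSO-treated enzyme wells and wells lacking RBBP9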
# Tb hexokinase = Trypanosoma brucei hexokinase 1 inhibitors, primary screen, biochemical, G6PDH-coupled NADH absorbance, MLSCN library; hexokinase 1 [Trypanosoma brucei]; recombinant TbHK1, G6PDH-coupled NADH A340; inhibition, % at 10 µM; 0.11% of 220,000 active; AID 1430, 2008;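 active = inhibition of 50% or more in the single-dose primary screen; inactive = inhibition below 50%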
# Numbers without * were called inactive; [ ] = remark or other dose.
SMILES,NCF1 inh,Runt-SMMHC FRET,m-calpain inh,p97 ATPase inh,Runt-CBFb FRET,Furin inh,EBV gp42 inh,RBBP9 inhibitor,Tb hexokinase
O=C(N/N=C/c1ccc(OCc2ccccc2)cc1)c1ccncc1,-11,1,-24,-3,-3,-16,8,-5,-14
CCC(C)NC(=O)Cn1cnc([N+](=O)[O-])c1 (stereo not drawn),2,3,-4,7,-1,-9,-12,0,-13
N#Cc1cc(-c2ccccc2)nn1-c1ccccc1,34*,43,-7,5,19,-14[20 µM],-32,-10,-3
COCCn1nnnc1C(c1cc2cc(C)ccc2[nH]c1=O)N1CCCCCC1 (stereo not drawn),-17,-8,-150,-1,2,-21,-15,-9,-12
CC1CCCC(NC(=S)NC(=O)c2ccccc2Br)C1C (stereo not drawn),1,-4,-4,-4,-2,-3,-3,-5,9
O=C(NCc1ccco1)/C(=C\c1ccco1)NC(=O)c1ccco1,5,4,26,-4,6,-7,4,-17,-20
CCCn1c(=O)c2c(nc3n2CCS3)n(C)c1=O,-15,-2,-43,2,-3,0,-1,0,-2
CNC(=O)CS(=O)CC(=O)Nc1cc(OC(C)C)c(Cl)cc1Cl (stereo not drawn),-3,-1,2,-3,-1,-19,1,-6,3
COc1ccccc1N(CC(=O)NCCC1=CCCCC1)S(=O)(=O)c1ccccc1,-5,-1,19,-1,-1,-5,3,-6,-4
O=C(CSc1nc2cc3c(cc2c(=O)n1CCC1=CCCCC1)OCO3)NCc1ccco1,-10,-9,-11,1,-5,-18,5,-9,-14
N#Cc1cc(N)c(Nc2ccccc2)cc1C#N,-5,2,1,0,0,-9,9,-3,-19
Nc1nnc(CCOc2ccc(Cl)cc2)s1,3,-7,27,-5,-1,-14[20 µM],-3,-11,3
COC(=O)Nc1snnc1C,-6,1,-22,1,-2,-18[20 µM],-1,-7,2
CCCCOCCCNC(=O)c1ccc2c(c1)OCO2,-1,2,-11,-2,0,-28,-2,-7,-4
CN(C)S(=O)(=O)c1cccc(NC(=O)COC(=O)CCOc2ccccc2)c1,-11,0,12,1,-1,-16,-13,-8,-1
O=C(CSc1ccccn1)Nc1nc2ccccc2s1,-8,-3,-3,4,0,2,-13,-5,19
O=C(NCCCN1CCOCC1)C1(c2ccccc2)CCOCC1,-10,2,5,3,-2,-12,-10,1,7
O=C(Cn1cnc([N+](=O)[O-])n1)N/N=C/c1ccc2ccccc2c1,-7,0,7,3,1,-12,-8,-3,-9
O=C(NCCc1ccccn1)C1CCN(S(=O)(=O)c2ccc3ccccc3c2)CC1,-13,-2,3,7,0,-10,-22,-3,-2
CN(C)CCN1C(=O)C(O)=C(C(=O)c2cc3ccccc3o2)C1c1cccc(Br)c1 (stereo not drawn),-14,1,-28,6,-4,-13[20 µM],-24,-3,-24
CCOC(=O)N1CCN(C(=O)CCn2nc(-c3ccccc3)ccc2=O)CC1,-13,0,-11,3,2,-23,-3,-5,-4
CCc1ccccc1NC(=O)c1cc2sccc2n1C,7,-6,11,1,3,-14,-11,-7,-7
Cc1nc2ccccc2c(=O)n1NC(=O)C1CC1C (stereo not drawn),-2,-4,-2,2,-1,-16,4,0,3
O=C(O)CSc1cc(C(=O)c2ccccc2O)cn2c(=O)c3c4c(sc3nc12)CCCC4,-19,-85,7,-2,-35,-22,69*,-6,-2
O=C(O)Cn1c(SC2CCCCC2)nc2ccccc21,15,1,13,3,-1,-25,-16,-3,0
Cc1ccc(S(=O)(=O)Nc2c(C)n(C)n(-c3ccccc3)c2=O)cc1C(=O)OCC(=O)N1CCCC(C)C1 (stereo not drawn),4,3,-10,3,-1,-27,-10,1,-2
Cc1c(NC(=O)N2CCCCCC2)c(=O)n(-c2ccccc2)n1C,-16,-1,-8,9,2,-18,-14,6,4
Cc1cc(C(=O)OCC(=O)N2c3ccccc3NC(=O)C2(C)C)c(C)n1-c1ccccc1,-18,4,-5,4,2,-23,-18,-3,0
O=C(Cn1cc(C(F)(F)F)cc(Cl)c1=O)Nc1cc(Cl)cc(Cl)c1,-25,3,-32,-2,1,-10,-12,-9,2
COC(=O)c1sc(NC(=O)c2ccc([N+](=O)[O-])o2)c(C#N)c1C,-5,-6,-13,7,11,-28,-11,8,-21

# Taken from above.
# p97 ATPase inh, CCCn1c(=O)c2c(nc3n2CCS3)n(C)c1=O → 2
# EBV gp42 inh, O=C(O)CSc1cc(C(=O)c2ccccc2O)cn2c(=O)c3c4c(sc3nc12)CCCC4 → 69*
# NCF1 inh, Cc1nc2ccccc2c(=O)n1NC(=O)C1CC1C (stereo not drawn) → -2
# Runt-CBFb FRET, CN(C)CCN1C(=O)C(O)=C(C(=O)c2cc3ccccc3o2)C1c1cccc(Br)c1 (stereo not drawn) → -4
# NCF1 inh, O=C(Cn1cc(C(F)(F)F)cc(Cl)c1=O)Nc1cc(Cl)cc(Cl)c1 → -25
# NCF1 inh, O=C(N/N=C/c1ccc(OCc2ccccc2)cc1)c1ccncc1 → -11

# (further entries)
SMILES,NCF1 inh,Runt-SMMHC FRET,m-calpain inh,p97 ATPase inh,Runt-CBFb FRET,Furin inh,EBV gp42 inh,RBBP9 inhibitor,Tb hexokinase
COc1ccc(OCC(=O)N2CCc3c([nH]c4ccccc34)C2c2ccccn2)cc1 (stereo not drawn),-8,2,10,0,1,-20,0,-3,-9
Cc1ccc(-n2c(C)cc(C(=O)COC(=O)c3ccc[nH]c3=O)c2C)cc1,-4,7,31,-2,7,12,-3,-1,35
NS(=O)(=O)c1cccc(NS(=O)(=O)c2ccc(/C=C/C(=O)OCC(=O)c3ccc(Br)cc3)cc2)c1,-21,-16,-65,10,-6,-14,-12,-10,3
Cc1ccc(-n2nc3c(c2NC(=O)c2c(-c4ccccc4Cl)noc2C)CS(=O)(=O)C3)c(C)c1,3,-4,6,6,0,-15,-4,0,20
CCN(CC)C(=O)C(=O)Nc1ccc(OC)c(Cl)c1,4,2,-10,2,0,-25,-10,4,1
CCCn1c2c(c(O)c(C(=O)Nc3ccc(OC)cc3)c1=O)CCCC2,-21,0,-67,4,-3,-8,0,-2,-28
CN(Cc1ccccc1)C(=O)Cn1c(=O)oc2cc(S(=O)(=O)NCc3ccccc3)ccc21,2,1,15,2,1,-27,3,-8,-8
CCOC(=O)C1=C2c3cc(OC)c(OC)cc3CC(C)(C)N2C(=O)C1=O,-5,6,-26,2,0,-12,-4,-9,-19
CCNC(=O)c1sccc1-n1cccc1,-4,0,-11,4,-2,-16[20 µM],-2,3,1
O=S(=O)(Nc1ccc(S(=O)(=O)N2CCCCC2)cc1)c1ccc(Br)s1,-9,-1,-76,1,-3,-15[20 µM],-24,-5,1
CCOC(=O)c1cnc2ccc(OCC)cc2c1N1CCN(C)CC1,-10,2,-12,-4,-2,-20,-11,-5,-18
Cc1[nH]nc2c1C(c1c[nH]c3ccccc13)C(C#N)=C(N)O2 (stereo not drawn),-2,-2,-9,4,-3,-18,-4,-5,-2
COc1ccc(OC)c2c1sc(=NC(=O)c1cccc(N3C(=O)CCC3=O)c1)n2C,6,-10,-82,0,-2,-9,-8,-5,-8
O=C(CSc1nc(-c2ccc(F)cc2)cc(C(F)(F)F)n1)Nc1ccc2c(c1)OCO2,-23,1,-5,1,0,-34,-8,-12,7
O=C(Nc1sc2c(c1C(=O)O)CCC2)c1ccco1,-6,-2,6,3,6,-5[20 µM],-3,-10,-27

# Full records from above.
# Results for Cc1c(NC(=O)N2CCCCCC2)c(=O)n(-c2ccccc2)n1C : NCF1 inh = -16; Runt-SMMHC FRET = -1; m-calpain inh = -8; p97 ATPase inh = 9; Runt-CBFb FRET = 2; Furin inh = -18; EBV gp42 inh = -14; RBBP9 inhibitor = 6; Tb hexokinase = 4
# Results for CCOC(=O)N1CCN(C(=O)CCn2nc(-c3ccccc3)ccc2=O)CC1 : NCF1 inh = -13; Runt-SMMHC FRET = 0; m-calpain inh = -11; p97 ATPase inh = 3; Runt-CBFb FRET = 2; Furin inh = -23; EBV gp42 inh = -3; RBBP9 inhibitor = -5; Tb hexokinase = -4
# Results for O=S(=O)(Nc1ccc(S(=O)(=O)N2CCCCC2)cc1)c1ccc(Br)s1 : NCF1 inh = -9; Runt-SMMHC FRET = -1; m-calpain inh = -76; p97 ATPase inh = 1; Runt-CBFb FRET = -3; Furin inh = -15[20 µM]; EBV gp42 inh = -24; RBBP9 inhibitor = -5; Tb hexokinase = 1

# Continued.
SMILES,NCF1 inh,Runt-SMMHC FRET,m-calpain inh,p97 ATPase inh,Runt-CBFb FRET,Furin inh,EBV gp42 inh,RBBP9 inhibitor,Tb hexokinase
CCn1cc(C(C)NC(=O)Nc2ccc3c(c2)OCO3)c(C)n1 (stereo not drawn),-9,-2,-31,2,3,-25,-1,0,-1
COc1ccc(C(=O)NN2C(=O)C3CCC(C)(C2=O)C3(C)C)cc1 (stereo not drawn),-7,-6,-16,5,0,-14,-16,-8,1
CCCCn1nc2cc(C(=O)NCc3cc(C(F)(F)F)cc(C(F)(F)F)c3)ccc2c1OC,-11,-2,-349,-1,-7,-21[20 µM],-10,-8,1
COc1ccc2c(c1O)Cc1ccccc1C2=O,9,2,19,-3,1,-13,3,-8,-14
CN(C)c1cccc(C(=O)Nc2cccc(F)c2)c1,6,-3,1,3,3,-21[20 µM],-6,-8,2
COc1ccccc1C1CC(c2ccc(Cl)cc2)Nc2ncnn21 (stereo not drawn),-6,2,-82,2,-1,-10[20 µM],-3,-6,2
COc1ccc(OC)c(CN2CCN(C(=O)c3cccc4ccccc34)CC2)c1,-4,-2,-1,-3,-2,-18,-11,-2,-3

# Part of the list above in another layout:
NCF1 inh,Runt-SMMHC FRET,m-calpain inh,p97 ATPase inh,Runt-CBFb FRET,Furin inh,EBV gp42 inh,RBBP9 inhibitor,Tb hexokinase,canonical_smiles
-10,2,5,3,-2,-12,-10,1,7,O=C(NCCCN1CCOCC1)C1(c2ccccc2)CCOCC1
-7,0,7,3,1,-12,-8,-3,-9,O=C(Cn1cnc([N+](=O)[O-])n1)N/N=C/c1ccc2ccccc2c1
-13,-2,3,7,0,-10,-22,-3,-2,O=C(NCCc1ccccn1)C1CCN(S(=O)(=O)c2ccc3ccccc3c2)CC1
